Assay outcomes deposited in PubChem BioAssay by several laboratories.
ADAM17 inh: ADAM17 inhibitors, primary screen, biochemical, QFRET. Disintegrin and metalloproteinase domain-containing protein 17 (Homo sapiens), P78536. recombinant ADAM17, EDANS/DABCYL FRET peptide cleavage. inhibition, % at 6.95 µM. 0.83% of 370,000 active. AID 720648, 2013;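 active = inhibition above the mean of compounds lying between control limits plus 3 SD, set per campaign, cut at about 8.5% in these data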;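 also: 0% = DMSO-only wells as the low control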
PLCg1 inh: PLC-gamma1 enzyme inhibitors, primary screen, biochemical, fluorescence, purified enzyme | 0.84% of 370,000 active | inhibition, % at 12.2 µM | 1-phosphatidylinositol 4,5-bisphosphate phosphodiesterase gamma-1 (Homo sapiens), P19174 | AID 720700, 2013 | fluorogenic substrate; in the data active = inhibition above about 9.5%
Target sequence (P19174 whole entry, looked up): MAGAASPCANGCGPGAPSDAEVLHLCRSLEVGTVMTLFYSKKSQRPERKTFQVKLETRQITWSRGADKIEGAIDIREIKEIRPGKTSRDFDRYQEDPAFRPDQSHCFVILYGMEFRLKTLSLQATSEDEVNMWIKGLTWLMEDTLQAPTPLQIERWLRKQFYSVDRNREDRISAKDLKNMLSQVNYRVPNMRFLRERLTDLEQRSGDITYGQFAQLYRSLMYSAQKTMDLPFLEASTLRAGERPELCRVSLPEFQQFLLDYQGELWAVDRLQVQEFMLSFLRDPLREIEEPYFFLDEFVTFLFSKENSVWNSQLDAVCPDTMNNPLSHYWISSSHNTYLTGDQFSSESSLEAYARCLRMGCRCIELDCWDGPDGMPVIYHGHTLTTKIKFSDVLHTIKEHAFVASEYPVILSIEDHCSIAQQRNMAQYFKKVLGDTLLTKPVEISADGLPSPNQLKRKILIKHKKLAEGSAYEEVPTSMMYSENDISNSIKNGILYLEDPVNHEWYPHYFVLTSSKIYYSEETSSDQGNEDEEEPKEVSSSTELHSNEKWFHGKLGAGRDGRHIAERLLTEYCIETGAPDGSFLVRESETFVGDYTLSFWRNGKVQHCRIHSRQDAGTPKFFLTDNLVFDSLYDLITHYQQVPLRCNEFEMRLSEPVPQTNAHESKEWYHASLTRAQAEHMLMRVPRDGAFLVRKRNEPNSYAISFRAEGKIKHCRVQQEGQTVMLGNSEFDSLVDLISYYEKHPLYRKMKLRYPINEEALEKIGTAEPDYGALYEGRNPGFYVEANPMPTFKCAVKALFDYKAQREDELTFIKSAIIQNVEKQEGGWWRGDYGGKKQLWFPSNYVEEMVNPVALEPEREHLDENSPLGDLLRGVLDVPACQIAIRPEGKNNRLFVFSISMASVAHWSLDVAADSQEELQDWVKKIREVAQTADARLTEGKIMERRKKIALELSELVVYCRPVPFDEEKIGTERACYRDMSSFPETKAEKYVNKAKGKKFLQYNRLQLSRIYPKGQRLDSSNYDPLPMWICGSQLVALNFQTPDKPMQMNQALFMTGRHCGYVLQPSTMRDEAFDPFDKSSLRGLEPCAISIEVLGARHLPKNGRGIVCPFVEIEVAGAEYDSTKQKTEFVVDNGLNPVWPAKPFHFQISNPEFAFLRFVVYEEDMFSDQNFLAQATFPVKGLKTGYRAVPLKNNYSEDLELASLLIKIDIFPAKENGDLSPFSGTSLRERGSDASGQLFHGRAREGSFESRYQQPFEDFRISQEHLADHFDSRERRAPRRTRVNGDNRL
hcDAF12 agonist: H. contortus DAF-12 nuclear receptor activators, primary screen, cell-based, luminescence, HEK293, lit1-tk-luc reporter; 1.4% of 370,000 active; HEK293 hcDAF-12 lit1-tk-luc reporter; 0% DMSO, 100% Δ7-dafachronic acid; activation, % at 6.8 µM;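 active = activation above the mean of all tested compounds plus 3 SD, cut at about 5.5% in these data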;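 also: 100% = response to 3 µM Δ7-dafachronic acid high control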
hgDAF-12 ag: H. glycines DAF-12 receptor agonists, primary screen, cell-based, luminescence, HEK293, GAL4 fusion, UAS-luciferase; Nuclear hormone receptor DAF-12 (Heterodera glycines), GAL4 fusion; HEK293 GAL4-hgDAF12 UAS-luciferase reporter, agonist luminescence; normalized to butyrate control; 1.8% of 370,000 active; activation, % at 6.8 µM; AID 687014, 2013;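 active = activation above a cutoff set at the mean of all screened compounds plus 3 SD, cut at about 10% in these data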;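 also: 0% = DMSO wells and 100% = sodium butyrate wells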
DAX1 inh-1: DAX1 (NR0B1) inhibitors, primary screen, cell-based, HEK293, Gal4-DAX1, luciferase luminescence | HEK293 Gal4-DAX1 luciferase reporter | inhibition, % at 6.75 µM | 0.99% of 340,000 active | AID 504766, 2011;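 active = inhibition above the mean over all tested compounds plus 3 SD, cut at about 4.2% in these data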;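 also: 0% = DAX1-transfected cells with DMSO and 100% = empty-vector control cells with DMSO; inhibition shows as a rise in luminescence from relieved DAX1 repression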
SMARCA2 activ: SMARCA2 (BRM) function activators, primary screen, cell-based, luminescence, high throughput; AID 652017, 2013; 1% of 370,000 active; activation, % at 9.1 µM; MG213 cells, MMTV-luciferase reporter, dexamethasone, overnight; in the data active = activation above about 7.8%;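 also: 0% = vehicle wells and 100% = reference activator wells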
MBD2 DNA inh: inhibitors of MBD2 binding to methylated DNA, primary screen, biochemical, TR-FRET, DNA-binding domain, human. MBD2 binding to methylated oligonucleotide. Methyl-CpG-binding domain protein 2 (Homo sapiens), Q9UBB5. AID 686964, 2013. inhibition, % at 4.4 µM. 0.31% of 370,000 active; in the data active = inhibition above about 13%
Rev-erbA mod: modulators of Rev-erb alpha DNA binding, primary screen, biochemical, FITC-DNA, fluorescence polarization, uHTS; Nuclear receptor subfamily 1 group D member 1 (Homo sapiens), P20393; Rev-erbα–FITC-DNA binding, 90 min; activity, % at 10 µM; 0.79% of 370,000 active; AID 1259318, 2017;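 active = activity above about 14%, limit read from the data; passing the limit was not always enough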;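 also: 0% = DMSO wells with 35 nM protein and 100% = DMSO wells with 750 nM protein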
ssDAF-12 act: S. stercoralis DAF-12 nuclear receptor activators, primary screen, cell-based, luminescence, HEK293, GRIP1 co-expression, lit1-tk-luc; HEK293 ssDAF-12/GRIP1 lit1-tk-luc reporter; % of 3 µM dafachronic acid response; activation, % at 6.8 µM; 1% of 370,000 active;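 active = activation above the mean over all tested compounds plus 3 SD, cut at about 0.9% in these data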;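 also: 0% = DMSO-only wells and 100% = 3 µM delta7-dafachronic acid wells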
PLC-beta3 inh: human PLC-beta3 inhibitors, primary screen, biochemical, fluorescence; inhibition, % at 12.2 µM; 0.18% of 370,000 active; Purified PLC-beta3, fluorogenic substrate; 1-phosphatidylinositol 4,5-bisphosphate phosphodiesterase beta-3 (Homo sapiens), Q01970; in the data active = inhibition above about 11%;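 also: 0% = median of compound wells on plate and 100% = full blocker control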
DAX1 inh-2: DAX1 (NR0B1) inhibitors on StAR promoter, primary screen, cell-based, luminescence, SF-1 (NR5A1), full-length DAX-1. 1.1% of 370,000 active. HEK293T StAR-luciferase reporter, SF-1/DAX-1 repression relief. AID 652010, 2013. inhibition, % at 6.8 µM;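 active = inhibition above the mean over all tested compounds plus 3 SD, cut at about 3.6% in these data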;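 also: 0% = DAX-1 cells with DMSO and 100% = cells lacking DAX-1 with DMSO; higher inhibition means more luminescence from relief of DAX-1 repression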
Active calls of the source: *; i = inactive; · = no result given.

SMILES	ADAM17 inh	PLCg1 inh	hcDAF12 agonist	hgDAF-12 ag	DAX1 inh-1	SMARCA2 activ	MBD2 DNA inh	Rev-erbA mod	ssDAF-12 act	PLC-beta3 inh	DAX1 inh-2
Cc1nn(-c2ccccc2)c(C)c1[N+](=O)[O-]	-3	0	0.0	0.8	2.3	1	-1	-1	-0.8	-2	0.5
CN(C)c1ccc(-c2ccnc3c2CC(C)(C(=O)NCC2CC2)O3)cc1 (stereo not given)	-136	-335	-3.2	-4.1	·	-2	-6	-7	-1.5	-425	-2.2
CC12CCC(C(=NO)C1=O)C2(C)C (stereo not given)	-3	3	-0.4	-0.7	-1.4	1	-4	-7	-0.8	1	0.1
CC1(C)CC(=O)C(C=Nc2ccc3c(c2)OCO3)=C(O)C1	-30	-46	0.2	4.4	2.7	3	-4	1	-0.2	-68	0.4
CC(C)C(=O)Nc1cccc(C(=O)NCCc2ccc(S(N)(=O)=O)cc2)c1	-3	0	-1.3	-0.2	-0.6	-1	6	0	-1.2	-3	-0.1
O=C(Cc1cccc(NC(=O)C2CCCN(C(=O)C3CC3)C2)c1)Nc1ccc(C(=O)N2CCCCC2)cc1 (stereo not given)	6	2	0.1	-2.2	-0.1	-3	-1	-1	-1.1	2	0.5
CC(C)CCNC(=O)C1CC(c2ccc(C(F)(F)F)cc2)=NO1 (stereo not given)	-4	-1	1.1	-0.5	0.4	1	-2	-1	-1.2	1	-0.1
Cc1csc(NC(=O)CN2CCCCCC2)n1	-3	0	0.8	-1.2	1.4	-5	-2	0	-1.5	2	0.5
COc1ccc(NC(=O)CCNC(=O)c2ccco2)cc1S(=O)(=O)N(C)C	-1	-2	2.6	-0.2	0.3	-3	-1	4	-1.1	-5	-0.5
Cc1ccc(C)c(N2CCN(C(=O)CCCCCn3c(=S)[nH]c4ccc(N5CCOCC5)cc4c3=O)CC2)c1	-20	-486	-6.6	-4.7	-2.0	-8	-4	5	-2.6	i	-2.0
O=C(Nc1ccc2c(c1)CCC2)Nc1ccccc1Cl	1	-1	3.2	14*	0.6	5	-5	4	0.3	-4	8.8*
CC(=O)c1ccc(NC(=O)C(C)OC(=O)CCN=C2NS(=O)(=O)c3ccccc32)cc1 (stereo not given)	-1	0	-0.1	4.0	1.6	4	-6	2	-0.7	5	0.5
O=C1CC(C(=O)O)C2(CCCC2)O1 (stereo not given)	-2	4	0.3	2.9	0.3	-2	-2	-3	-1.2	7	1.3
COC(=O)c1ccccc1NC(=O)CCCCCn1nnc2ccccc2c1=O	3	4	-2.2	-1.2	-1.1	0	-7	-1	-0.5	-3	0.5
CC(=O)c1c(C)[nH]c(C(=O)Nc2nccs2)c1C	-1	-5	1.4	12*	0.3	4	1	-1	-1.0	-13	0.3
CN(CC(=O)NC1CCCCC1)S(=O)(=O)c1ccc2c(c1)c(=O)n(C)c(=O)n2C	-4	5	1.0	2.7	0.7	-5	4	-3	-1.0	-11	0.0
O=C(/C=C/c1ccccc1)Nc1cccc(C(=O)NC2CC2)c1	1	3	1.4	8.7	1.2	13*	-6	1	-0.5	3	3.8*
CCOC(=O)c1ccc(NC(=O)CN(C)S(=O)(=O)c2ccc(OC)cc2)cc1	2	0	-1.6	0.0	0.3	-3	2	4	-1.5	-2	0.2
COc1ccc(C2CC(=O)C(c3ccc([N+](=O)[O-])cc3)=CN2Cc2ccccc2)cc1 (stereo not given)	1	-99	-1.7	-1.9	·	-5	3	10	-1.4	-136	-2.6
CC1=CCC2([N+](=O)[O-])CN(CC(=O)O)CC1([N+](=O)[O-])C2 (stereo not given)	0	3	0.7	-0.2	-1.1	-2	3	7	-1.4	3	0.6
COc1ccc(CN(C(=O)c2ccc3c(c2)OCCO3)C(C(=O)NC2CCCCC2)c2ccc3ncccc3c2)cc1 (stereo not given)	-2	2	-1.0	-0.8	-1.4	0	2	6	-1.2	0	0.3
CCCS(=O)(=O)n1nc(-c2ccccc2)cc1N	-4	-1	9.9*	0.8	-0.4	2	3	2	-1.3	-4	0.8
COc1cc(CCCN2C(=O)C(=O)NC[C@@H]2C(C)O)cc(OC)c1OC (stereo not given in full)	-1	-1	-0.2	0.6	0.5	1	0	-6	-0.9	0	0.6
CCCNc1nc(OCC(F)(F)F)nc(OCC(F)(F)F)n1	-4	1	-0.8	2.6	-0.1	0	1	3	-1.8	4	-0.1
Cc1ccc(-c2csc(NC(=S)NC(=O)c3cccs3)n2)cc1	2	3	1.7	2.4	-0.1	1	-2	3	-1.2	-1	0.1

Entries above shown as hits in SMARCA2 activ.
structure | ADAM17 inh | PLCg1 inh | hcDAF12 agonist | DAX1 inh-1 | SMARCA2 activ | MBD2 DNA inh | Rev-erbA mod | ssDAF-12 act | PLC-beta3 inh | DAX1 inh-2
O=C(/C=C/c1ccccc1)Nc1cccc(C(=O)NC2CC2)c1 | 1 | 3 | 1.4 | 1.2 | 13* | -6 | 1 | -0.5 | 3 | 3.8*

Copied from the list.
Under SMARCA2 activ, COc1ccc(NC(=O)CCNC(=O)c2ccco2)cc1S(=O)(=O)N(C)C is entered as -3
Under PLC-beta3 inh, CCCNc1nc(OCC(F)(F)F)nc(OCC(F)(F)F)n1 is entered as 4
Under DAX1 inh-2, CC(C)C(=O)Nc1cccc(C(=O)NCCc2ccc(S(N)(=O)=O)cc2)c1 is entered as -0.1
Under SMARCA2 activ, O=C1CC(C(=O)O)C2(CCCC2)O1 (stereo not given) is entered as -2

The listing continues:
SMILES	ADAM17 inh	PLCg1 inh	hcDAF12 agonist	hgDAF-12 ag	DAX1 inh-1	SMARCA2 activ	MBD2 DNA inh	Rev-erbA mod	ssDAF-12 act	PLC-beta3 inh	DAX1 inh-2
CC(C)Cn1c(SC(C)C(=O)Nc2ccc(N3CCOCC3)cc2)nc2ccccc21 (stereo not given)	-1	0	-0.1	3.3	0.5	-2	3	5	-0.2	-5	-1.0
CN1CCN(C(=O)CCc2nc3ccccc3c(=O)[nH]2)CC1	-4	3	6.0*	0.2	1.6	-1	-2	3	-0.3	-1	0.5
CCOC(=O)CN(C(=O)CNC(=O)c1cccs1)C(C(=O)NC1CCCCC1)c1cccnc1 (stereo not given)	1	7	3.8	1.9	-1.0	5	0	8	-1.5	2	-0.6
O=C(CN(Cc1ccc(F)cc1)C(=O)c1csnn1)NC1CCCC1	-3	0	-0.8	-0.7	0.2	-5	6	-2	-1.0	-11	-0.1
CCOc1ccc(CCNC(=O)C2CCCCC2)cc1OCC	-6	0	-2.7	-1.4	·	·	5	-2	-2.0	-1	·
Cc1ccc(S(=O)(=O)N2CCCN(c3nc4cc(C)ccc4cc3C#N)CC2)cc1	-80	-199	0.8	-1.8	-0.5	0	-2	9	-1.4	-200	0.0
O=[N+]([O-])c1cccc(C2CC(c3ccccc3)=NN2c2ccccc2)c1 (stereo not given)	3	-4	-3.0	3.2	-0.4	0	-3	16	-0.6	-15	-0.2
c1ccc(-n2cnc3cc(NCc4cccs4)ccc32)cc1	-21	-58	-0.9	-2.4	1.9	-3	5	1	-1.6	-74	-0.1
COc1ccccc1/C=N/Nc1cc(N(C)C)nc(N(C)C)n1	1	-11	3.1	0.8	1.8	-3	-6	-1	-0.1	-14	-0.5
NC(=O)CNC1CC(=O)N(CCc2ccccc2)C1=O (stereo not given)	-3	-10	0.2	-0.9	0.8	1	-3	-6	-2.2	2	-0.5
O=C(NC1CCCc2ccccc21)c1ccc(Br)cc1 (stereo not given)	-5	8	-0.1	0.0	0.1	-4	9	-4	-1.4	2	-0.8
CNS(=O)(=O)c1ccc(NC(=O)c2ccc(Cl)cc2Cl)cc1	-1	0	1.8	0.6	-0.3	-2	-8	-1	-1.1	3	-0.6
CC(=O)c1ccc(OCCCC(=O)Nc2cccc(S(=O)(=O)N(C)C)c2)cc1	-1	2	-1.5	-1.4	-1.5	0	0	-4	-2.1	6	-1.2
N#Cc1ccccc1NC(=O)C1SC(=Nc2ccccc2)C(C(=O)Nc2ccc(Cl)cc2)=C1N (stereo not given)	16*	1	-1.7	1.0	0.0	-5	-4	0	-0.7	-10	-0.1
CCN(CC)c1ccc2oc(=O)c(C)nc2c1	-2	-90	-2.6	-3.4	-0.1	-1	-17	6	-1.9	-98	-2.0
COc1ccc(CNC(=O)C2(CC(=O)NC(C)(C)C)CCCC2)cc1	-1	3	0.6	-2.9	-0.6	-2	-2	2	-1.2	-6	-0.4
COc1ccc(CC(=O)OCC(=O)NC2CCCC(C)C2C)cc1OC (stereo not given)	-5	1	-1.2	-5.6	1.8	-1	4	1	-2.5	0	-0.6
O=C(NCCc1ccco1)C(=O)NCCC1CCCCN1S(=O)(=O)c1ccccc1 (stereo not given)	-2	4	-1.1	-0.3	-1.1	2	-4	2	-0.9	-7	-0.6
CCOC(=O)c1c(NC(=O)CSc2nnc(C)o2)sc(C)c1C	5	9.7*	-1.8	1.3	3.0	0	-2	-12	-1.2	-2	0.2
CCOCC(=O)Nc1cccc(OC)c1	-6	-2	3.4	2.4	0.2	0	8	-5	-0.7	-3	-1.4
CCO[C@H]1OC(C(=O)N2CCN(C)CC2)=C[C@@H](c2csc3ccccc23)[C@@H]1CCCO	-1	2	-0.7	2.1	-0.2	-1	0	1	-1.4	-1	0.1
Cc1ccc(S(=O)(=O)NN=C2CCN(Cc3ccccc3)CC2)cc1	2	1	0.1	-2.0	0.2	0	-1	1	-1.7	1	0.1

Record cards, as listed above. Order of values: ADAM17 inh | PLCg1 inh | hcDAF12 agonist | hgDAF-12 ag | DAX1 inh-1 | SMARCA2 activ | MBD2 DNA inh | Rev-erbA mod | ssDAF-12 act | PLC-beta3 inh | DAX1 inh-2
CCCS(=O)(=O)n1nc(-c2ccccc2)cc1N is listed as -4 | -1 | 9.9* | 0.8 | -0.4 | 2 | 3 | 2 | -1.3 | -4 | 0.8
CC1(C)CC(=O)C(C=Nc2ccc3c(c2)OCO3)=C(O)C1 is listed as -30 | -46 | 0.2 | 4.4 | 2.7 | 3 | -4 | 1 | -0.2 | -68 | 0.4
O=C(Nc1ccc2c(c1)CCC2)Nc1ccccc1Cl is listed as 1 | -1 | 3.2 | 14* | 0.6 | 5 | -5 | 4 | 0.3 | -4 | 8.8*
